Bioassay records: PubChem BioAssay, several laboratories
3CLpro inhibitor – SARS-CoV 3CLpro protease inhibition | inhibition, % at 6 µM | P0C6X7 | recombinant SARS-CoV 3CLpro, quenched FRET peptide cleavage | 290,000 tested, 0.14% active; in the data active means inhibition above about 12%
PriA SSB inh – K. pneumoniae PriA-SSBct interaction inhibition. AlphaScreen SSBct-PriA binding, biotinylated peptide. 430,000 tested, 0.6% active. inhibition, % at 33 µM; in the data active means inhibition mostly above about 37%, no sharp cut-off; inactive means mostly below about 20%;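 further: plate controls were negative control peptide for no effect and reference peptide for full effect; strong numbers were not always called active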
Vc quorum ag – quorum light induction in luxS cqsA deficient V. cholerae; activation, % at 18.7 µM; 350,000 tested, 0.16% active; V. cholerae BH1578 lux reporter, luminescence, 6 h; AID 588436; in the data active means activation mostly above about 9.7%, no sharp cut-off; inconclusive means no clear call, values can overlap the other calls; inactive means mostly below about 3.7%; further: not every result past the cut was called active; inactives centre near 0; reference of the scale not given here
PfHsp40 rescue – compounds rescuing yeast from Plasmodium falciparum HSP40 toxicity. S. cerevisiae expressing PfHsp40, growth rescue, ATP luminescence. growth rescue, % at 12.5 µM. 340,000 tested, 0.68% active. AID 504582; in the data active means growth rescue above about 28%, passing the limit was not always enough; inconclusive means no clear call, values can overlap the other calls;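 further: yeast W303a lacking pdr1 and pdr3 grown in galactose medium; growth measured after three days at 30 °C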
PrPC TRFRET – cell surface PrPC inhibition, primary TR-FRET screen; P04156; inhibition, % at 13.8 µM; 370,000 tested, 0.43% active; TR-FRET read-out; in the data active means inhibition above about 24%; further: 0% = median of the test wells and 100% = reference compound wells
Y pestis TopoI – Y. pestis Topo-I inhibition via cleavage products. Y. pestis Topo-I cleavage product accumulation, plate reader. activity, % at 10 µM. 360,000 tested, 0.064% active; in the data active means activity above about 50%, passing the limit was not always enough; inconclusive means no clear call, values can overlap the other calls; further: inactives centre near 2
TcdB GH inh – blocks C. difficile toxin B glycohydrolase activity. TcdB glycohydrolase enzymatic assay, plate reader. inhibition, % at 9.99 µM. 350,000 tested, 0.24% active; in the data active means inhibition above about 10%
BoNT A protease – blocks Botulinum neurotoxin A light chain protease; multiplex microsphere protease substrate cleavage, flow cytometry; inhibition, % at 10 µM; 360,000 tested, 0.17% active; further: plate controls were buffer without enzyme for full effect and enzyme alone for no effect
Anthrax LF prot – blocks Bacillus anthracis lethal factor protease; P15917; multiplex microsphere protease cleavage assay, LF; inhibition, % at 10 µM; 360,000 tested, 0.12% active; AID 588501; further: plate controls were buffer without enzyme for full effect and enzyme alone for no effect
* hit, by the source's call; i = inactive; ? = inconclusive; / = no result given; & = joins results of further samples. Unless noted, no stated cut-off is given here; in the data, active means inhibition above about 30%; inconclusive means no clear call, values can overlap the other calls; inactive means below that. This is a subset (hit frequency here may not be typical).

SMILES	3CLpro inhibitor	PriA SSB inh	Vc quorum ag	PfHsp40 rescue	PrPC TRFRET	Y pestis TopoI	TcdB GH inh	BoNT A protease	Anthrax LF prot
CC(=O)Nc1cccc(NC(=O)c2ccc([N+](=O)[O-])cc2Cl)c1	0	7	-0.3	8.4	-30	-11	0.7	1.7	5
COC(=O)C(CCSC)NC(=O)C(NC(=O)C1CCC(C)CC1)C(C)C (stereo not given)	7	-1	i	1.1	10	-3	/	-2.2	-2
COc1ccccc1N1CCN(CC(O)COc2ccc(S(=O)(=O)N3CCOCC3)cc2)CC1 (stereo not given)	3	-7	-7.7	-1.4	12	7	/	0.8	0
CC1(C)OC(C)(C)/C(=C\c2ccccc2[N+](=O)[O-])C1=O	-8	-6	-1.9	0.4	-6	-3	-0.1	-1.8	-7
O=C(NCc1cccnc1)C(=O)NCC1OCCCN1S(=O)(=O)c1cc(F)ccc1F (stereo not given)	/	/	-0.4	/	6	-1	1.3	-0.1	-2
Cc1ccc(OCc2cccc(S(=O)(=O)N(C)C)c2)c([N+](=O)[O-])n1	3	-10	-0.9	-1.3	-14	-3	0.2	2.2	-9
COc1cc(OC)nc(NC2OC(=O)c3ccccc32)n1 (stereo not given)	6	-2	1.9	0.0	-2	4	/	-2.4	-5
COc1ccc(NC(=O)CN(C)C(=O)c2ccc(NS(=O)(=O)c3cccc([N+](=O)[O-])c3)cc2)cc1	/	-2	-2.9	0.3	-15	1	0.0	0.5	-1
S=C1NCN(Cc2cccnc2)CN1	5	0	-0.4	/	-4	-2	-0.3	1.4	?
CCOc1ccc(Cc2c(O)[nH]c(=O)[nH]c2=O)cc1	2	4	-4.0	-1.1	-4	5	/	-0.1	-1
Cc1cccc(-c2c3c(=O)n(C)c(=O)n(C)c3cn2-c2ccc(O)cc2)c1	3	-15	-1.0	0.4	-4	-3	/	-1.2	0
C=CCNC(=S)Nc1cc(Cl)ccc1OC	-1	-3	-0.2	0.3	-3	2	/	0.1	0
O=C(c1ccc2c(=O)n3c(nc2c1)CCCCC3)N1CCCCC1	0	-3	-0.2	0.6	-4	8	0.2	0.4	3
CN(C)c1ccc(NC(=O)Nc2cccc3ccccc23)cc1	3	16	-3.3	-0.6	9	1	-1.2	-3.1	-6
Cc1cc(-c2nnc3n2N=C(c2ccccc2Br)CS3)n[nH]1	7	9	i	-1.6	8	3	2.0	0.6	4
Cc1ccc(N)cc1N	/	-13	-0.3	-0.4	5	8	-3.2	-0.5	-7
COc1ccccc1Cc1c(C2CCCCC2)nc2ccc(Br)cn12	/	/	/	/	-2	/	1.3	1.5	-7
CC1CCCCN1CCCNc1ccc(C(CC(N)=O)NC(=O)Cc2cccc3ccccc23)cc1[N+](=O)[O-] (stereo not given)	1	0	-0.5	-1.3	-29	-8	-4.5	-0.1	-8
COc1ccc(N2C(=O)CC(C#N)=C2N)cc1	-4	-12	-1.1	-1.0	3	7	1.0	0.1	4
O=C(O)C12CC3CC(C1)CC(n1cnc(Cl)n1)(C3)C2	2	-13	i	1.4	8	-7	/	-0.4	2
COc1ccc(OCc2ccc(/C=N\NC(=O)c3sccc3C)o2)cc1	7	/	i	0.6	-5	11	1.5	-1.2	-2
COc1cccc(NC(=O)C2(C)CCN2Cc2ccc(OC(C)C)cc2)c1 (stereo not given)	/	/	-0.3	/	-2	32	-0.1	-0.4	-8
O=C(NCCc1ccccc1)c1ccc2[nH]c(=O)c(=O)[nH]c2c1	-7	-2	-12	-0.4	8	-3	0.6	1.8	-1
CCOC(=O)CC1C(=O)NCCN1C(=S)Nc1ccccc1 (stereo not given)	-4	-16	-0.4	-1.1	-8	-7	/	-0.5	-3
COC(=O)CCCCCCCC(=O)Nc1nnc(C(F)(F)F)s1	-5	-8	-0.9	-1.1	7	-2	-0.7	-0.1	1
Cc1nn(Cc2ccccc2)c(C)c1NC(=O)CCCn1nc(C)c([N+](=O)[O-])c1C	0	-5	-3.4	-0.6	-1	-9	/	0.0	-1
COc1ccccc1N1CCN(C(=O)c2ccc(CN3CCc4ccccc4C3)cc2)CC1	-1	-8	-0.3	1.4	-5	11	/	0.2	-3
COc1cc(C(=O)NCC(=O)N2CC=C(c3ccccc3)CC2)cc(OC)c1OC	/	-2	-1.4	0.6	-9	12	0.6	2.7	-1
CO/N=C/C(C#N)c1ncc(C(F)(F)F)cc1Cl (stereo not given)	1	/	-3.7	-0.3	/	2	0.5	-0.4	-4
CN(C)c1ccc(N=Cc2c(O)n(CCC3=CCCCC3)c(=O)[nH]c2=O)cc1	-4	0	-0.3	-0.4	/	7	/	-0.4	-6
CN(C)C(CNC(=O)c1ccc(C2SCCS2)cc1)c1ccccc1 (stereo not given)	-8	-6	-0.4	0.9	-5	4	0.5	-1.8	2
Cc1cc(C)n(-c2ccc(C(=O)Nc3cc(C(F)(F)F)ccc3N3CCOCC3)cc2)n1	3	-2	i	-0.3	-3	-5	/	-0.2	-4
CCOCCCNC(=S)N(Cc1ccccc1)Cc1nc2ccccc2c(=O)[nH]1	-3	-11	-0.6	0.5	17	-3	-9.0	0.2	-3
CCOc1cc(C(=O)N/N=C/C2CC=CCC2)cc(OCC)c1OCC (stereo not given)	1	/	-0.4	12	-4	-2	0.7	-0.1	0
CCn1c2ccccc2c2cc(N=C3SC(CC(=O)Nc4ccccc4OC)C(=O)N3C)ccc21 (stereo not given)	-3	-2	i	0.3	4	-4	/	0.4	1
CN(CCC#N)c1ccc(C=C(C#N)c2ccc(Br)cc2)cc1	/	/	-6.0	/	2	15	-12	0.2	-10
NS(=O)(=O)c1ccc(NC(=O)CCC(=O)c2cccs2)cc1	0	2	-1.9	-0.8	8	-3	1.9	-3.4	1
COc1cccc2sc(N(CCCN(C)C)C(=O)c3sc4ccccc4c3Cl)nc12	-1	25&15	-0.2	2.2	13	-9	-0.1	-0.6	-7
c1ccc(Cc2nnc3sc(-c4ccc5c(c4)OCCO5)nn23)cc1	5	-7	-0.2	-1.4	-8	22	-0.3	-0.1	-3
CCN(CC)S(=O)(=O)c1ccc(Nc2ccc(-c3ccc4c(c3)OCCO4)nn2)cc1	3	-5	-1.4	-0.5	-3	1	/	-0.5	-1
O=C(COC(=O)c1cccnc1)Nc1ccccc1	-2	-12	i	0.3	-9	-1	/	2.0	2
Cc1ccc2c(c1)C1CC(C)(O2)N(c2cccc(C(=O)NCc3ccccn3)c2)C(=O)N1 (stereo not given)	-4	10	-0.4	-0.7	7	9	0.5	-1.0	-1
CC1CCN(C(=O)CSc2nnc(-c3cccnc3)n2C2CCCCC2)CC1	1	-9	i	0.6	4	6	2.0	?	-3
CCCCOC(=O)Cn1c(-c2ccccc2)nc2ccccc2c1=O	3	-62	-0.1	0.1	5	39	/	0.4	1
N#CCSc1n[nH]c2nc3c(c(=O)n12)C1(CCCCC1)Cc1ccccc1-3	8	-10	i	-1.4	-2	4	0.6	0.9	-3
COC(=O)[C@]1(C)N[C@H](c2ccc(-c3cccc(Cl)c3)cc2)[C@@H]2C(=O)N(C)C(=O)[C@@H]21	/	-3	1.2	-0.2	4	11	1.3	-0.7	-4
Oc1c(C(c2ccco2)N2CCOCC2)sc2ncnn12 (stereo not given)	-2	-4	i	-0.3	5	-12	-0.9	0.2	-8
O=C(N/N=C/c1ccc(Cl)c(Cl)c1)c1ccc2nc[nH]c2c1	-8	/	-1.0	0.5	7	-6	10.0	0.2	-1
O=C(Cn1nc(-c2ccccc2)c2ccccc2c1=O)NCC1CCCO1 (stereo not given)	3	-8	-0.8	0.9	-8	7	/	-0.3	-2
COc1ccc(NC(=O)C(=O)NCCN2CCN(C(=O)c3ccco3)CC2)cc1	0	5	0.4	-1.2	7	7	0.0	0.5	2

The list continues.
SMILES	3CLpro inhibitor	PriA SSB inh	Vc quorum ag	PfHsp40 rescue	PrPC TRFRET	Y pestis TopoI	TcdB GH inh	BoNT A protease	Anthrax LF prot
Cc1ccccc1C(=O)Nc1nnc(SCC(=O)NCc2ccco2)s1	1	-1	-0.8	2.0	-2	13	1.9	-4.1	-2
Cc1ccc(C)c(NC(=O)C(Sc2nc3ccccc3c(=O)n2CC(C)C)c2ccccc2)c1 (stereo not given)	-6	-11	-0.4	-1.4	2	-4	/	-0.7	-2
COc1cccc(NC(=O)CN(C)C(=O)c2cc3c(s2)CCC(C)C3)c1 (stereo not given)	/	-4	i	0.8	-1	-4	0.5	-1.2	0
Cc1nnc(SC(C)C(=O)Nc2sc3c(c2C#N)CCCC3)[nH]c1=O (stereo not given)	-7	-7	-0.3	-0.7	-4	11	-2.5	-2.1	-6
Oc1cc(Cc2ccccc2)cnc1CN1CCCCC1	-3	-5	-1.0	0.7	-8	7	/	1.0	2
O=c1oc(C2(O)CCCCC2)cc2ccc(-c3ccc4[nH]ccc4c3)cc12	/	-9	-1.0	0.2	1	34	0.3	-0.5	4
O=C(NCC1CCCC(CNC(=O)Nc2ccc(Cl)cn2)C1)Nc1ccc(Cl)cn1 (stereo not given)	9	-21	-0.2	-0.4	3	5	0.1	-0.8	11
COc1ccc(S(=O)(=O)N2CCOC23CCN(S(=O)(=O)c2cc(C)ccc2C)CC3)cc1	/	2	-5.6	-0.3	-5	-7	2.9	-0.1	8
CC(C)C(=O)N1CCN(c2ccccc2NC(=O)COc2ccc(C3CCCCC3)cc2)CC1	3	-3	i	-0.2	0	24	-0.1	-0.2	2
CN1CC(C(=O)c2ccccc2)C(C(=O)c2ccccc2)C1 (stereo not given)	3	1	i	0.5	-6	3	/	-2.3	-8
CC(C)CNC(=O)C1CCN(CC2CCCCC2)CC1	1	-9	-0.3	-1.2	-13	1	1.3	0.9	-2
CCOC(=O)CN(C(=O)CSc1nnnn1C)c1ccccc1	/	2	i	5.2	-1	-3	-2.1	0.0	-2
O=C(CCNC(=O)c1ccc([N+](=O)[O-])cc1)Oc1ccc(F)c(F)c1	/	-7	i	0.6	-16	-2	-0.6	0.8	3
COc1ccc(-c2nn(-c3ccccc3)cc2CN(C)CCn2ccnc2C)c(F)c1	3	11	-0.3	0.5	-11	-4	0.3	-2.1	-5
COc1ccc(OC)c(S(=O)(=O)N2CCN(C(=O)CCc3ccccc3)CC2)c1	5	-4	-5.0	-1.4	-2	3	0.7	2.5	1
COc1cc(CN2CCNC(=O)C2CC(=O)N2CCc3ccccc3C2)cc(OC)c1 (stereo not given)	4	8	-0.3	11	1	1	-0.1	0.3	1
CCOC(=O)C1=C(C)N=c2sc(=Cc3cc(Cl)c(OCC(=O)O)c(Cl)c3)c(=O)n2C1c1cccc(OC)c1 (stereo not given)	/	/	-0.7	/	-1	31	3.9	-0.3	-5
COc1ccc(C(=O)Nc2ccccc2N2CCOCC2)cc1S(=O)(=O)N1CCOCC1	/	-4	i	0.5	-1	4	0.9	0.7	1
c1ccc2c(c1)CN1C(=N2)COc2ccccc2C1c1nc2ccccc2[nH]1 (stereo not given)	/	/	/	/	-4	/	-1.1	0.5	1
O=C(/C=C/[C@H]1O[C@@H](n2ccc(=O)[nH]c2=O)[C@H](O)[C@@H]1O)NC(c1ccccc1)c1ccccc1	/	/	/	/	-4	/	-1.6	-0.7	1
CC(C)c1[nH]nc2c1C(Cc1ccccc1)C(C#N)=C(N)O2 (stereo not given)	-1	-3	-0.6	-0.3	-2	0	/	-0.1	-2
Cc1[nH][nH]c(=O)c1C(c1c(C)[nH][nH]c1=O)c1cn(Cc2ccc(F)cc2)c2ccccc12	5	20	-0.1	-0.5	/	8	/	0.7	-5
COc1nn(-c2nc(-c3ccccc3)cc(C(F)(F)F)n2)cc1[N+](=O)[O-]	4	-5	-0.2	0.4	0	10	/	0.4	-1
